FadD28 binding = inhibitors of FadD28 bisubstrate probe binding, primary screen, biochemical, fluorescence polarization, single point; 360,000 tested, 0.22% active; Mycobacterium tuberculosis FadD28 fatty-acid-AMP ligase; inhibition, % at 12.5 µM; in the data active = inhibition above about 8.5%, passing the limit was not always enough; inconclusive = no clear call, values can overlap the other calls
BoNT-A LC inh2 = BoNT/A light chain protease inhibitors, primary screen, biochemical, flow cytometry, MLPCN library; AID 588499, 2011; 360,000 tested, 0.17% active; multiplex microsphere protease substrate cleavage; Botulinum neurotoxin type A light chain protease (Clostridium botulinum A str. ATCC 3502); inhibition, % at 10 µM; note: plate controls were buffer without enzyme for full effect and enzyme alone for no effect
PfHsp40 yeast = rescue of yeast from PfHsp40 toxicity, primary screen, S. cerevisiae, ATP luminescence. S. cerevisiae expressing PfHsp40, growth rescue. growth rescue, % at 12.5 µM. 340,000 tested, 0.68% active; in the data active = growth rescue above about 28%, passing the limit was not always enough; inconclusive = no clear call, values can overlap the other calls;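 note: yeast W303a lacking pdr1 and pdr3 grown in galactose medium; growth measured after three days at 30 °C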
BioA inh = M. tuberculosis BioA enzyme inhibitors, primary screen, biochemical, plate reader, single point, HTS; 7,8-diaminopelargonic acid synthase BioA (Mycobacterium tuberculosis); purified M. tuberculosis BioA enzyme; inhibition, % at 9.99 µM; 360,000 tested, 0.096% active; AID 602481, 2012; in the data active = inhibition above about 40%; inconclusive = no clear call, values can overlap the other calls
FBA Mtb inh = Mtb FBA enzyme inhibitors, primary screen, biochemical, fluorescence, strain H37Rv. purified M. tuberculosis FBA, fluorescence read-out. 360,000 tested, 2.3% active. AID 588726, 2011. inhibition, % at 1 µM. Fructose-bisphosphate aldolase (Mycobacterium tuberculosis (strain ATCC 25618 / H37Rv)), …; in the data active = inhibition above about 27%;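 note: 0% = vehicle and 100% = reference inhibitor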
Anthrax LF prot = Bacillus anthracis LF protease inhibitors, primary screen, biochemical, multiplex microsphere, MLPCN library; Lethal factor (Bacillus anthracis), P15917; multiplex microsphere protease cleavage assay; inhibition, % at 10 µM; 360,000 tested, 0.12% active; AID 588501, 2011; note: plate controls were buffer without enzyme for full effect and enzyme alone for no effect
Target sequence (P15917 whole entry, looked up): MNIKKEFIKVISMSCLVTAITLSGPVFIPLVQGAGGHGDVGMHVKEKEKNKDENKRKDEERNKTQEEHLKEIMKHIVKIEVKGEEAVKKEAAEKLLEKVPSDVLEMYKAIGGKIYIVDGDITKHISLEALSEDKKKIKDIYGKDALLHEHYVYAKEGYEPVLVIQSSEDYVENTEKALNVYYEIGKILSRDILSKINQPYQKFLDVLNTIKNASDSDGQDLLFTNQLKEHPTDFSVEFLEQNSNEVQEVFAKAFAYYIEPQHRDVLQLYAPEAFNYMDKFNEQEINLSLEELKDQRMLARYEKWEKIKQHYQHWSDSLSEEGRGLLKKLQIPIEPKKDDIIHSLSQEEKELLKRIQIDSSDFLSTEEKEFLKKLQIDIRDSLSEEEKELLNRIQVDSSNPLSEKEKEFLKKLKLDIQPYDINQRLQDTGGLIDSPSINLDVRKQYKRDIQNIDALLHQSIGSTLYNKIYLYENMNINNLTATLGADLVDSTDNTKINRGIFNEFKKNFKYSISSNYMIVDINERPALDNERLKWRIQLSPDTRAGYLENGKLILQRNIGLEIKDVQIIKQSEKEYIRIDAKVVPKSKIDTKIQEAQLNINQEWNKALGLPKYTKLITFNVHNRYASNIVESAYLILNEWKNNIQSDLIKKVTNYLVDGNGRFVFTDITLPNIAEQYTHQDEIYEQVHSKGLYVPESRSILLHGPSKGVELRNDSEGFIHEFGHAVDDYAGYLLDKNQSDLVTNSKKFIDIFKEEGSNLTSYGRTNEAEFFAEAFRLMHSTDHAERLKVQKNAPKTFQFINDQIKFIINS
Mtb UGM inh = M. tuberculosis UGM enzyme inhibitors, primary screen, biochemical, fluorescence polarization, single point | UDP-galactopyranose mutase (Mycobacterium tuberculosis (strain ATCC 25618 / H37Rv)), … | purified UGM, fluorescence polarization probe displacement | 320,000 tested, 0.06% active | AID 504406, 2011 | inhibition, % at 10 µM; in the data active = inhibition above about 10%, passing the limit was not always enough; inconclusive = no clear call, values can overlap the other calls
BoNT F protease = BoNT/F light chain protease inhibitors, primary screen, biochemical, flow cytometry, MLPCN library; 360,000 tested, 0.22% active; inhibition, % at 10 µM; Multiplex microsphere protease cleavage assay; in the data active = inhibition above about 35%, passing the limit was not always enough; inconclusive = no clear call, values can overlap the other calls; note: plate controls were buffer without enzyme for full effect and enzyme alone for no effect
GDH-TPI inh = GDH-TPI coupling enzyme inhibitors, primary screen, artefact control for M. tuberculosis FBA inhibitor project, biochemical, absorbance, full deck | GDH-TPI coupled enzyme counterscreen, NADH absorbance | inhibition, % at 4.8 µM | 360,000 tested, 1.2% active | AID 588335, 2011; in the data active = inhibition above about 30%;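 note: 0% = DMSO wells and 100% = wells lacking the enzyme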
An asterisk follows results filed as active; ? = inconclusive; nt = no result given. Cut-off read from the data, not from the text of the source, unless noted: active = inhibition above about 30%; inconclusive = no clear call, values can overlap the other calls; inactive = below that. Outcome played no part in choosing rows, and some 4.7% of all compounds hit somewhere here.

| canonical_smiles | FadD28 binding | BoNT-A LC inh2 | PfHsp40 yeast | BioA inh | FBA Mtb inh | Anthrax LF prot | Mtb UGM inh | BoNT F protease | GDH-TPI inh |
| --- | --- | --- | --- | --- | --- | --- | --- | --- | --- |
| O=S(=O)(N/N=C\c1ccc2c(c1)OCO2)c1ccc(F)cc1 | -0.9 | -2.7 | -0.6 | -1.1 | 1 | -3 | 1.0 | -6 | 5 |
| COc1cc(CN=C(C)c2c(O)n(C3CCCCC3)c(=O)[nH]c2=O)cc(OC)c1 | -4.1 | -0.2 | 1.8 | nt | -2 | 5 | -1.8 | 3 | 0 |
| C[n+]1cnn2c1SCC1(COC1)C2 | -3.5 | -0.7 | -0.7 | -0.5 | 4 | -1 | -1.4 | -2 | 1 |
| COc1cc(OC)cc(C(=O)NNC(=O)CCc2nc3ccccc3c(=O)[nH]2)c1 | -2.7 | 1.0 | -1.2 | -1.2 | 2 | 0 | 1.2 | 1 | -2 |
| O=C(NCc1ccco1)/C(=C/c1ccco1)NC(=O)c1ccco1 | -0.7 | -1.3 | nt | nt | 1 | 0 | 2.2 | 1 | 12 |
| CCCn1c(NC(=O)c2ccc(Cl)c(S(=O)(=O)N3CCCC3)c2)nc2ccccc21 | -4.9 | 0.9 | 14 | -1.4 | 1 | -1 | -2.9 | -7 | 26 |
| O=C(NC1CCCCC1)N(Cc1ccc(F)cc1)Cc1nc2ccccc2c(=O)[nH]1 | -1.1 | -0.7 | -1.0 | -1.0 | -11 | -6 | 0.2 | -16 | 14 |
| Cc1nc(SCc2ccc(Cl)c(Cl)c2)n[nH]1 | -3.0 | -7.9 | 3.3 | -0.1 | -1 | 2 | -2.6 | ? | -1 |

3 entries drawn at random from the list so far, as already listed:
| canonical_smiles | FadD28 binding | BoNT-A LC inh2 | PfHsp40 yeast | BioA inh | FBA Mtb inh | Anthrax LF prot | Mtb UGM inh | BoNT F protease | GDH-TPI inh |
| --- | --- | --- | --- | --- | --- | --- | --- | --- | --- |
| COc1cc(CN=C(C)c2c(O)n(C3CCCCC3)c(=O)[nH]c2=O)cc(OC)c1 | -4.1 | -0.2 | 1.8 | nt | -2 | 5 | -1.8 | 3 | 0 |
| Cc1nc(SCc2ccc(Cl)c(Cl)c2)n[nH]1 | -3.0 | -7.9 | 3.3 | -0.1 | -1 | 2 | -2.6 | ? | -1 |
| O=C(NCc1ccco1)/C(=C/c1ccco1)NC(=O)c1ccco1 | -0.7 | -1.3 | nt | nt | 1 | 0 | 2.2 | 1 | 12 |

The listing picks up; the three compounds before the break are reprinted first.
| canonical_smiles | FadD28 binding | BoNT-A LC inh2 | PfHsp40 yeast | BioA inh | FBA Mtb inh | Anthrax LF prot | Mtb UGM inh | BoNT F protease | GDH-TPI inh |
| --- | --- | --- | --- | --- | --- | --- | --- | --- | --- |
| CCCn1c(NC(=O)c2ccc(Cl)c(S(=O)(=O)N3CCCC3)c2)nc2ccccc21 | -4.9 | 0.9 | 14 | -1.4 | 1 | -1 | -2.9 | -7 | 26 |
| O=C(NC1CCCCC1)N(Cc1ccc(F)cc1)Cc1nc2ccccc2c(=O)[nH]1 | -1.1 | -0.7 | -1.0 | -1.0 | -11 | -6 | 0.2 | -16 | 14 |
| Cc1nc(SCc2ccc(Cl)c(Cl)c2)n[nH]1 | -3.0 | -7.9 | 3.3 | -0.1 | -1 | 2 | -2.6 | ? | -1 |
| CCCCOc1cccc(C(=O)N(Cc2ccco2)C2CCS(=O)(=O)C2)c1 (configuration not stated) | -5.0 | -0.4 | 0.5 | nt | -2 | 1 | -0.4 | -1 | -8 |
| CS(=O)(=O)NN1C(=O)c2ccccc2NC1c1c[nH]c2ccccc12 (configuration not stated) | -1.9 | 14 | 1.3 | nt | 7 | 9 | -0.2 | -19 | 4 |
| CCOc1cc(/C=C(\C#N)c2[nH]nc(N)c2C#N)ccc1O | 2.1 | -1.8 | -0.1 | -2.4 | 0 | 0 | -0.6 | -5 | 15 |
| COc1ccc(/C(O)=C2\C(=O)C(=O)N(c3cc(C)on3)C2c2ccccc2OC)cc1 (configuration not stated) | -3.4 | 1.2 | -1.2 | 0.0 | 3 | -2 | 2.2 | ? | 15 |
| CC(C(=O)Nc1ccc(Br)cc1)N(C)CC(=O)NCc1ccco1 (configuration not stated) | -3.2 | -0.3 | 0.7 | 3.4 | -2 | -3 | 1.6 | 0 | -2 |
| O=C(CCN=C1NS(=O)(=O)c2ccccc21)NCc1ccccc1F | -1.9 | 0.4 | -0.2 | nt | 7 | 1 | -2.1 | -1 | -3 |
| CC(=O)N1CCC(=NNC(=O)c2cccs2)CC1 | 0.5 | -0.1 | -0.4 | 0.9 | 2 | 0 | -7.1 | -5 | 7 |
| O=[N+]([O-])c1ccc2[nH]c(=S)[nH]c2c1 | nt | 0.3 | 1.0 | -1.8 | -4 | -4 | nt | 0 | 25 |
| Cc1ccc(N2CC(C(=O)Nc3nnc(SCc4ccccn4)s3)CC2=O)cc1 (configuration not stated) | -1.6 | 1.6 | 0.0 | -0.8 | -3 | 5 | 4.2 | 6 | 1 |
| COc1ccccc1NC(=O)c1csc2c1CCCC2 | -4.8 | ? | 0.3 | -0.2 | 4 | -4 | 0.2 | 1 | 10 |
| COC(=O)c1cccc(NC(=O)CSc2nnc(C)o2)c1 | 0.9 | -3.6 | -0.1 | -7.6 | 3 | -3 | -0.1 | 4 | 9 |
| COc1ccc(/C=N/NC(=O)CNC(=O)c2ccc(S(=O)(=O)N3CCOCC3)cc2)c(OC)c1 | -1.3 | -0.8 | -1.7 | -0.4 | -3 | 1 | 2.1 | -7 | 21 |
| Brc1ccc(C2Nc3cccc4cccc(c34)N2)cc1 | -1.5 | -1.1 | 2.5 | -2.7 | -1 | -15 | nt | 7 | 5 |
| Cc1cc(C)nc(SCc2nnc(SCC(=O)Nc3nccs3)n2C)n1 | -1.5 | 1.5 | 0.0 | -0.1 | 3 | 2 | nt | 23 | 16 |
| O=c1c(C(c2ccc(Br)cc2)c2c(O)nc3n(c2=O)CCCS3)c(O)nc2n1CCCS2 | -1.0 | nt | -0.8 | -1.0 | 0 | nt | -0.3 | nt | 12 |
| COC(=O)c1c(SCc2cccc3ccccc23)nc(=O)[nH]c1C | 0.0 | 0.3 | 0.4 | 0.7 | 5 | -3 | 3.7 | 3 | -15 |
| C=CCN1CCN(C(c2cccc(OC)c2OC)c2nnnn2CCC(C)C)CC1 (configuration not stated) | -3.5 | -0.2 | -0.4 | nt | -2 | 3 | 2.2 | -3 | 8 |
| c1ccc(CCNc2nc(-c3ccncc3)cs2)cc1 | -1.4 | -1.1 | 0.7 | 2.3 | 1 | 1 | 1.0 | -4 | 10 |
| CC(C)n1c(NCc2ccc(N(C)C)cc2)nc2ccccc21 | -2.4 | -0.4 | -1.4 | -1.0 | -3 | -5 | -1.5 | 0 | -4 |
| O=C(Cn1c(=O)sc2ccccc21)Nc1nc2c(s1)CCCC2 | -3.3 | 0.3 | 7.9 | nt | 2 | -2 | 2.7 | -3 | 9 |
| O=C1CCCc2nn(-c3ccccc3)c(-c3ccncc3)c21 | 0.5 | 0.1 | 0.5 | 1.4 | -2 | -5 | -1.0 | 0 | 5 |
| CC(=O)/C=C/c1ccccc1Oc1c(F)c(F)nc(F)c1F | 0.6 | 1.3 | -1.0 | 2.2 | -2 | -9 | 3.3 | -12 | 10 |
| Cc1ccccc1COC(=O)c1nn(-c2ccccc2)nc1N | -1.3 | -0.4 | 6.3 | nt | 97* | -1 | 0.1 | -3 | 0 |
| O=C(c1ccco1)N(CCC(c1ccccc1)c1ccco1)Cc1ccccc1 (configuration not stated) | -1.8 | -0.7 | -0.9 | nt | -2 | -3 | 0.6 | -1 | 7 |
| CCOC(=O)c1nnn(-c2ccc([N+](=O)[O-])cc2[N+](=O)[O-])c1C | 0.6 | -0.7 | -2.0 | nt | -1 | -7 | 1.0 | -2 | 0 |
| CCOC(=O)CC1=C(C(=O)OCC)C(c2cccs2)C(C#N)=C(N)O1 (configuration not stated) | -20 | -1.3 | 1.5 | -2.8 | 0 | 1 | 0.2 | -8 | 22 |
| Cc1onc(-c2ccccc2)c1C(=O)Nc1ccon1 | -2.7 | 0.5 | -0.2 | 0.2 | 1 | 0 | -5.7 | 2 | -7 |
| O=C(COc1ccccc1F)Nc1ccccc1C(=O)NC1CC1 | 0.6 | -0.2 | -2.4 | 2.7 | 1 | -8 | -0.8 | -6 | 7 |
| CCCNC(=O)C1(C)CCN(C(=O)Cc2ccc(OC)c(OC)c2)C1 (configuration not stated) | 2.6 | -0.3 | nt | -0.9 | 6 | 12 | nt | -4 | 2 |
| CC(/C=C/c1ccccc1F)=N\NC(=O)C(C)C | -5.3 | -0.3 | -0.3 | -7.6 | -1 | 1 | 0.6 | -2 | -3 |
| Cc1nn(C)c(Nc2ccc(Br)cc2)c1Br | -2.3 | 0.7 | 1.9 | nt | -5 | -9 | 1.2 | 9 | -6 |
| O=C(Nc1cccc(C(=O)O)c1)/C(=C\c1ccco1)NC(=O)c1ccccc1Cl | nt | 1.3 | -0.8 | -1.6 | 2 | 0 | 0.5 | -2 | 23 |
| COc1ccc(CN2CCCC(CO)(Cc3ccc(F)cc3)C2)cc1C (configuration not stated) | -2.6 | -3.9 | -1.2 | 4.3 | 0 | 0 | 0.1 | ? | 7 |
| Cc1n[nH]c(=S)n(/N=C/c2cccc([N+](=O)[O-])c2)c1=O | 1.8 | 0.9 | -0.5 | nt | 0 | -12 | 1.2 | -11 | 24 |
| N/C(=N\N=C\c1cccs1)SC1CC(=O)N(c2ccc(Br)cc2)C1=O (configuration not stated) | -1.9 | -1.3 | -0.8 | nt | -1 | -3 | -3.6 | -7 | 32* |
| Cc1cc(C)cc(NC(=O)CSc2nc(N)c(NC(=O)c3cccs3)c(=O)[nH]2)c1 | -3.2 | -0.5 | 1.0 | -0.7 | -3 | 2 | -0.4 | 8 | 0 |
| CC1Cc2ccccc2N1C(=O)c1ccc(F)c(S(=O)(=O)N2CCOCC2)c1 (configuration not stated) | -3.2 | 0.6 | 1.4 | 4.0 | 0 | -3 | 3.9 | -4 | -1 |
| Cc1ccc(-c2cnc(NC(=O)c3cccc(Br)c3)s2)c(C)c1 | 0.6 | -0.5 | -0.6 | -0.3 | 1 | 0 | 4.7 | 4 | 13 |
| Cc1ccc(C)c(C(C)NC(=O)c2ccncc2)c1 (configuration not stated) | -2.4 | 0.2 | -1.4 | -1.3 | -4 | -2 | -6.2 | ? | -11 |
| O=C(O)c1nccnc1C(=O)Nc1ccc(Cl)cc1Cl | 0.9 | 3.2 | -0.3 | -0.6 | 1 | -1 | -1.0 | -3 | 4 |
| CC(C)c1ccc(CN(C(=O)C2COc3ccccc3O2)C2CCS(=O)(=O)C2)cc1 (configuration not stated) | -3.3 | -0.9 | 0.2 | 2.9 | -1 | -5 | -3.5 | -5 | 7 |
| O=C(c1cccc(Cl)c1)N1CCN(c2ccc(N3CCOCC3)nn2)CC1 | -1.0 | -1.6 | 1.3 | 5.9 | 24 | 2 | 0.1 | 2 | 9 |
| CC(Sc1nnc(-c2ccccc2F)n1C1CC1)C(=O)NCc1ccco1 (configuration not stated) | -2.5 | 0.1 | -0.5 | -0.2 | 4 | -2 | 0.4 | 13 | 7 |

Screening results deposited in PubChem by several laboratories.
